Bioassay records: PubChem BioAssay, National Center for Advancing Translational Sciences (NCATS)
KAT2A inh = inhibitors of human GCN5L2 histone acetyltransferase; 390,000 tested, 0.21% active; Q92830; Potency, µM (series often up to 58.9 µM), without a hit: at the highest dose activity change, negative = inhibition, usual class: inhibitors; GCN5L2 HAT assay, ThioGlo1 CoA-SH fluorescence
Target sequence (Q92830 whole entry, looked up): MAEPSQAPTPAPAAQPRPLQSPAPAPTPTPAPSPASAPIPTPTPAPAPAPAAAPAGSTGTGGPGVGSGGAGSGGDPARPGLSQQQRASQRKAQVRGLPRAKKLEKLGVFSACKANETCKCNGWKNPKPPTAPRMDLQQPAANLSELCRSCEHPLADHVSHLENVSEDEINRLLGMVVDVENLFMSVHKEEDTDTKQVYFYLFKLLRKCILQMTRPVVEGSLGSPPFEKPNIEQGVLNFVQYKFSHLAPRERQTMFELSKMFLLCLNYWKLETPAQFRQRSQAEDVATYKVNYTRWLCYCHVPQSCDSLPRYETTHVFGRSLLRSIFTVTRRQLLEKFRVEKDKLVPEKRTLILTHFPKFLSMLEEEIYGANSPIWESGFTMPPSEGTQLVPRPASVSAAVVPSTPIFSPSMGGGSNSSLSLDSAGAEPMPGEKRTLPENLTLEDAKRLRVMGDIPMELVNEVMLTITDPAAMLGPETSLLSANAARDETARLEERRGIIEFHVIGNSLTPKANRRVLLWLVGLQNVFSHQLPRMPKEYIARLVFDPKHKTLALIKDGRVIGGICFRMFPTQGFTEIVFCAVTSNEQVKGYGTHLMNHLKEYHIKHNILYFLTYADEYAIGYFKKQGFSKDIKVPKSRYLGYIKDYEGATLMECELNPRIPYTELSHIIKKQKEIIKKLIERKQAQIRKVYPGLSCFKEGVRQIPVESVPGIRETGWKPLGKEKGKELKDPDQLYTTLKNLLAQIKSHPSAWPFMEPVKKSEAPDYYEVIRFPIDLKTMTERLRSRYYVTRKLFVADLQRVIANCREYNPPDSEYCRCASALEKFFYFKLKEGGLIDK
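qHTS, 1536-well. 20nM enzyme, pH 7.5 HEPES/EDTA/Tween-20 buffer; 15 min compound preinc., RT. Start: 75uM H3(1-25), 70uM AcCoA, 50uM ThioGlo1. Read Ex340/Em540 at t=0 (autofluorescence flag) and t=20 min.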
N370S GC mod = N370S glucocerebrosidase modulation, Gaucher chaperone candidate | P04062 | N370S GC spleen homogenate, 4MU-glucoside fluorescence | Potency, µM (series often up to 59.4 µM), inactives show at the highest dose activity change, negative = inhibition, usual class: inhibitors | 330,000 tested, 0.092% active;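 note: 0% = full enzyme activity and -100% = no enzyme basal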
FEN1 inh = inhibitors of human flap endonuclease 1 | P39748 | Recombinant FEN1 flap cleavage, fluorescence, 15 min | 390,000 tested, 0.35% active | Potency, µM (doses to about 114 µM), inactives show top-dose activity change, negative = inhibition, hits mostly inhibitors | AID 588795; note: nearly all actives have a fitted effect of over 65% in size
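Enzyme 10 nM, 15 min RT preincubation with compound; start with substrate 50 nM final; reads at 0 and 15 min; qHTS titration, four-parameter Hill fit.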
* hit, by the source's call; ? = inconclusive; . = not tested or not shown; & = joins results of further samples; ! = not active in a repeat; [ ] = remark or other dose. Calls come from the whole dose curve; as a rule, active = well fitted curve in the direction sought with a large enough effect; inconclusive = small, poorly fitted or top-dose-only effect, or another doubt; inactive = no such curve, though single readings can be large; an effect the other way counts as inactive or inconclusive. Unless noted, % is set by controls: 0 for no effect and ±100 for the full control effect; potency is the fitted concentration of half-maximal effect.

Values run as follows: FEN1 inh, N370S GC mod, KAT2A inh
- CCOC(=O)c1c(-n2c(C)cc(C=C3C(=O)NC(=S)NC3=O)c2C)sc2c1CCCC2
  ?, 3%, 3%
- CC(=NCc1cccnc1)c1c(O)n(-c2ccccc2)c(=O)[nH]c1=O
  -1%, 5%, -3%
- C/C=C(\C)C(=O)OC1CC(OC(C)=O)[C@@]2(C(=O)OC)COC3C2[C@@]12CO[C@](O)(C(=O)OC)C2[C@](C)(C12OC1(C)C1CC2OC2OC=C[C@]21O)C3O (some centres not stated)
  ., 1%, 0%
- O=C(O)c1ccccc1-c1c2cc(Br)c(=O)cc-2oc2[c]([Hg])c(O)c(Br)cc12
  ., ?, 3.2µM*!
- CC(NCc1cccc(Cl)c1Cl)C(O)c1ccccc1 (configuration not stated)
  -7%, -6%, 21%
- COc1cccc(CNCCc2ccc3c(c2)OCO3)c1OC
  -12%, -2%, -7%
- Cc1ccccc1N1CCN(C2CCCN(C(=O)Cc3c(C)noc3C)C2)CC1 (configuration not stated)
  2%, -12%, ?
- O=C(c1ccco1)N1CCC2(CC1)CN(Cc1ccncc1)C2
  ., 3%, 7%
- CC(=Nc1ccc(F)cc1)c1c(O)n(C)c(=O)[nH]c1=O
  0%, -8%, -6%
- CCOC(=O)C(SP(=S)(OC)OC)c1ccccc1 (configuration not stated)
  ., -1%, -20%
- CNC(=S)N(C)CCc1cc2c(c(OC)c1C=C1C(=O)NC(=O)NC1=O)OCO2
  -17%, 5%, -4%
- O=C(Nc1ccccc1)c1cccn(Cc2ccccc2)c1=O
  -6%, ?, -12%
- Cn1nc(-c2ccc(OCC(=O)N3CCN(Cc4ccccc4)CC3)cc2)c2ccccc2c1=O
  -5%&1%, -1%&-7%, -13%&-2%
- Oc1ccccc1/C=N/NP(=S)(c1ccccc1)c1ccccc1
  2%, 5%, -12%
- CC1(C)CSC(=NCc2ccccc2)N1
  -18%, 2%, 2%
- O=C(CNC(=O)c1ccc(Br)cc1)Nc1ccc(Br)cc1C(=O)c1ccccc1
  11%, 26%, -7%
- Cc1ccc(CN2CCCN(Cc3ccccc3C)S2(=O)=O)cc1
  10%, -3%, -7%
- O=C(NCC(c1cccnc1)N1CCN(c2ccccc2)CC1)Oc1ccccc1 (configuration not stated)
  4%, 14%, -9%
- c1ccc(CNc2c3c(nc4ccccc24)CCC3)cc1
  -14%, ?, -7%
- COc1ccc(-c2nc(CN3C(=O)CN=C(c4ccccc4)c4ccccc43)c(C)o2)cc1
  -3%, ., -6%
- CCN(CC)c1ccc(/C=C2/C(=O)NC(=O)N(Cc3ccco3)C2=O)cc1
  ?, 4%, 1%
- CC(=NCCN1CCOCC1)c1c(O)n(-c2ccccc2C)c(=O)[nH]c1=O
  5%, 1%, -3%
- O=C(O)CSC(=S)N1CC2CC(C1)c1cccc(=O)n1C2 (configuration not stated)
  16%, -7%, 1%
- CCCCOP(=O)(OCCCC)/C(C#N)=C(/C)O
  -12%, 1%[12.8 µM], -5%
- COc1c2c(cc3c1OCO3)C13C=CC(OC)CC1N(C2)CC3O (configuration not stated)
  ., 3%, 14%
- NC(=O)OCCSc1nnc(-c2cccc(C(N)=S)c2)o1
  -3%, 8%, 4%
- CCCCn1c(O)c(C(CC)=NCc2ccc3c(c2)OCO3)c(=O)[nH]c1=O
  -1%, ?, -13%
- CN1CCN(c2ncc3ncc(=O)n(C)c3n2)CC1
  ., 8%, ?
- CCC(=O)N1CCN(CCN=Cc2c(O)n(C)c(=O)n(C)c2=O)CC1
  -9%, -8%, -1%
- CCc1ccc(CN2CCN(Cc3ccc(SC)cc3)CC2)cc1
  -15%, ?, -13%
- O=C(Nc1ccc(F)cc1)N1CC2CC(C1)c1cccc(=O)n1C2 (configuration not stated)
  -1%, -2%, -6%
- CN1CCN(c2ccc(C(N)=O)cc2[N+](=O)[O-])CC1
  -1%, -1%, -1%
- O=C(COC(=O)Cc1ccccc1)Nc1cc(S(=O)(=O)N2CCCCC2)ccc1Cl
  -9%, -3%, -8%
- OC(CC#CCN1CCCCCC1)(c1ccccc1)C1CCCC1 (configuration not stated)
  19%, -13%, -1%
- O=C(C(=C1N(Cc2ccc(Cl)nc2)CCN1Cc1ccc(Cl)nc1)[N+](=O)[O-])C(Cl)Cl
  11%, -14%, 18%
- O=c1[nH]c(=S)n(Cc2ccc(F)cc2)c(O)c1/C=N/N1CCCCCC1
  -8%, -8%, 44%[activator]
- CC1(C)N(O)C(c2ccc(C(=O)O)cc2)=[N+]([O-])C1(C)C
  ., -15%, -10%
- Cc1nc2ccccc2c(=O)n1-n1cnnc1
  7%, 8%, -10%
- O=C(N[C@H]1CP(=O)(Oc2ccccc2)O[C@H](COCc2ccccc2)[C@H]1O)C(Cl)(Cl)Cl (some centres not stated)
  11%, -2%, -9%
- COC(=O)C1=CO[C@@H](C)[C@@H]2CN3CC[C@@]4(C(=O)Nc5ccccc54)[C@@H]3C[C@H]12
  40%[activator], 9%, 0%
- CC(C(=O)c1c[nH]c2ccccc12)N1CCN(C(=O)c2ccco2)CC1 (configuration not stated)
  0%, 3%, -1%
- COc1ccc(O)c2c(=O)c3c(OC)cc4c(c3oc12)C1C=COC1O4 (configuration not stated)
  -10%, 17%, -15%
- CC(N)[C@@H](O)c1ccccc1 (some centres not stated)
  ., 6%, 6%
- O=C(c1cccn2c(=O)c3ccc(Cl)cc3nc12)N1CCC2(CC1)OCCO2
  -4%, 12%, -6%
- CCOC(=O)c1c(/N=C/c2c(O)n(-c3ccc(F)cc3)c(=S)[nH]c2=O)sc2c1CCCC2
  3%, 2%, 2%
- Cc1ccc2c(c1)C1CN(C)CCC1N2C(=O)c1ccco1 (configuration not stated)
  12%, 4%, -6%
- CCC/C=N/O
  -3%, -3%, -1%
- CN1C(=O)CN=C(c2ccccc2Cl)c2cc(Br)ccc21
  -8%, 1%, -23%
- O=C1NC(=O)N(c2ccccc2)C(=O)/C1=C\c1ccc2c3c(cccc13)CC2
  ., 23%, -2%
- Nc1cc(N2CCNCC2)c([N+](=O)[O-])cc1Cl
  -10%, -15%, 1%
- Oc1ccc(-[n+]2c(-c3ccccc3)cc(-c3ccccc3)cc2-c2ccccc2)cc1
  -1%, -17%, -6%
- CCOC(=O)C1(c2ccccc2)CCN(CCC(=O)Nc2ccc(F)cc2)CC1
  -6%, ., -3%
- C=CCn1c(O)c(C(CC)=NCc2ccco2)c(=O)[nH]c1=O
  2%, 14%, 2%
- O=C(c1c[nH]c2ccc(S(=O)(=O)N3CCC4(CC3)OCCO4)cc2c1=O)N1CCC2(CC1)OCCO2
  -4%, ?, -13%
- COc1ccc(-c2cc(=Nc3ccccc3)c3cc(C)ccc3o2)cc1
  -1%, 6%, -9%
- CN1C(=O)NC(=O)/C(=C\C=C\c2ccccc2[N+](=O)[O-])C1=O
  ?, -5%, -18%
- C=CCOC(=O)C1=C(C)OC(N)=C(C#N)C12C(=O)N(CN1CCOCC1)c1ccccc12 (configuration not stated)
  4%, -2%, -2%
- CN1CC[C@]23c4c5ccc(OC6OC(C(=O)O)[C@@H](O)C(O)[C@H]6O)c4OC2C(O)C=CC3[C@H]1C5 (some centres not stated)
  -10%, ., -3%
- CCN1C(=O)NC(=O)/C(=C\c2cn(CC(=O)O)c3ccccc23)C1=O
  ., 1%, -17%
- CNP1(NC)=Nc2nn(-c3ccccc3)c(N)c2C(c2ccccc2)=N1
  -4%, -17%, -2%

A few values from the entries so far.
In FEN1 inh, `Cc1ccc2c(c1)C1CN(C)CCC1N2C(=O)c1ccco1` (configuration not stated) reads 12%
In FEN1 inh, `O=C(c1c[nH]c2ccc(S(=O)(=O)N3CCC4(CC3)OCCO4)cc2c1=O)N1CCC2(CC1)OCCO2` reads -4%

Continuation:
Values run as follows: FEN1 inh, N370S GC mod, KAT2A inh
- COc1ccc(C(=O)C2CN(C)CC2C(=O)c2ccc(OC)cc2)cc1 (configuration not stated)
  -2%, 0%, -7%
- O=c1oc2ccccc2c(O)c1[C@H]1c2ccc(O)cc2Oc2c1c(=O)oc1ccccc21
  -3%, -1%, -16%
- COc1ccc(NC(=O)CCc2nc(C3=CCN(Cc4cccc(Cl)c4)CC3)no2)cc1OC
  ?, ., -16%
- O=C(O)CCCOc1ccc(Cl)cc1Cl
  3%, 5%, 4%
- O=P(N[C@@H](c1ccccc1)[C@@H]1C[C@H]1CO)(c1ccccc1)c1ccccc1
  -17%, -3%&-8%, -1%
- Cn1cccc1CN1CCN(C(=O)COc2ccccc2)CC1
  -7%, -2%, -2%
- CCn1c(NN=O)nc2ccccc21
  -12%, 2%, 4%
- COC(=O)C1=C(c2ccc(OC)c(OC)c2)C[C@@H]2CC[C@H]1N2C(=O)NCc1ccc(F)cc1
  -16%, ., -4%
- CCCCNC(C)Cc1ccccc1 (configuration not stated)
  -4%, ., -5%
- O=C(Nc1ccc(Br)cc1)N1C[C@H]2C[C@@H](C1)c1cccc(=O)n1C2
  5%, 7%, -6%
- CC(=O)NBr
  ., -3%, -5%
- O=C(Nc1nccs1)C(Cl)(Cl)Cl
  5%, 8%, -16%
- O=C1NC(=O)C(=Cc2ccc(SC3CCCCC3)o2)C(=O)N1
  ?, 5%, -24%
- O=c1c2ccccc2nc(-c2ccc(Cl)cc2Cl)n1-c1ccncc1
  -1%, -4%, -4%
- Cc1cc(/C=C2\C(=O)NC(=O)N(Cc3ccco3)C2=O)c(C)n1-c1ccc(C(=O)O)cc1
  -22%, -1%, -2%
- NNP(=O)(CC(=O)c1ccccc1)c1ccccc1 (configuration not stated)
  -10%, 9%, -10%
- Cc1cccc(-n2c(O)c(C=NCc3cccnc3)c(=O)[nH]c2=O)c1C
  -1%, 3%, 1%
- O=C(N/N=C/c1c(O)n(CCc2ccccc2)c(=O)[nH]c1=O)c1ccccc1O
  -7%, -2%, ?
- CCCCC(C)C(OC(=O)CC(CC(=O)O)C(=O)O)C(CC(C)CC(O)CCCCC(O)CC(O)C(C)N)OC(=O)CC(CC(=O)O)C(=O)O (configuration not stated)
  -2%, 6%, 1%
- Cc1ccccc1-n1c(O)c(C=Nc2ccc(N(C)C)cc2)c(=O)[nH]c1=O
  -21%, -2%, -24%
- COc1ccccc1CN1CCN(C(=O)COc2ccccc2)CC1
  2%, 0%, -18%
- COC(=O)C1=C(c2ccc(OC)c(OC)c2)C[C@@H]2CC[C@H]1N2C(=O)N1CCC(O)CC1
  2%, ., 0%
- N#Cc1ccc(NC(=O)CN2C(=O)NC3(CCCCCCC3)C2=O)cc1Cl
  8%, ., -11%
- Cc1cccc(-n2c(-c3cccs3)nc3ccccc3c2=O)c1
  7%, 3%, 23%
- NC(N)=Nc1ccc2[nH]c3c(c2c1)C[C@]1(O)[C@@H]2Cc4ccc(O)c5c4[C@]1(CCN2CC1CC1)[C@@H]3O5
  ., 20%, -8%
- O=C(O)c1nn(Cc2ccc(Cl)c(Cl)c2)c2ccccc12
  ., 7%, 1%
- O=C(NC(=O)c1c(F)cccc1F)Nc1ccc(Cl)cc1
  ., -2%, -4%
- CC(C)N1C(=O)CC2(CC[N+](C)(CCOC(=O)C(O)(c3ccccc3)c3ccccc3)CC2)C1=O (configuration not stated)
  -1%, 3%, 4%
- NCCc1c[nH]c2ccc(OCc3ccccc3)cc12
  -7%, -2%, -3%
- O=C(NC1(C(F)(F)F)Oc2ccccc2O1)N1CCC2(CC1)OCCO2
  4%, 0%, -9%
- CN1CC[C@@]2(CCCN(C(=O)c3csnn3)C2)C1
  ., 7%, 3%
- CCOc1ccc(C(C)=O)cc1Cn1ccsc1=N
  4%, -7%, -16%
- COc1ccc2c(c1)CC1(CN2C)C(=O)NC(=O)N(c2ccc(C)cc2)C1=O (configuration not stated)
  4%, -2%, -5%
- COc1ccc(C(=O)Oc2cccc3cccnc23)cc1S(=O)(=O)N1CCOCC1
  -7%, 4%, -3%
- S=c1[nH]c2ccccc2[nH]1
  -7%, 0%&-3%, -4%
- CN(C)c1ccc([P+](=O)c2ccc(N(C)C)cc2)cc1
  12%, 25%, 1%
- COc1ccc(CN2C(=O)NC(=O)/C(=C/c3ccc(OC)c(OC)c3OC)C2=O)cc1
  -15%, 0%, -4%
- O=C(C1CC(=O)N(C2CCCC2)C1)N1CCC2(CC1)OCCO2 (configuration not stated)
  3%, -2%, 0%
- O=C(Cc1ccc([N+](=O)[O-])cc1)N1CCN(Cc2ccc3c(c2)OCO3)CC1
  2%, -1%, -7%
- CCOc1ccc(-n2c(-c3ccoc3)nc3ccccc3c2=O)cc1
  -15%, -11%, -10%

Profiles as entered above.
Profile of `COc1ccc(C(=O)Oc2cccc3cccnc23)cc1S(=O)(=O)N1CCOCC1` = FEN1 inh = -7%; N370S GC mod = 4%; KAT2A inh = -3%
Profile of `N#Cc1ccc(NC(=O)CN2C(=O)NC3(CCCCCCC3)C2=O)cc1Cl` = FEN1 inh = 8%; N370S GC mod = .; KAT2A inh = -11%
Profile of `CN(C)c1ccc([P+](=O)c2ccc(N(C)C)cc2)cc1` = FEN1 inh = 12%; N370S GC mod = 25%; KAT2A inh = 1%

These rows are one share of the data; rates above refer to the full screens.
